Assay outcomes: PubChem BioAssay, several laboratories
RORa activator = activators of orphan receptor RORA, primary screen, cell-based, luminescence; Nuclear receptor ROR-alpha (Homo sapiens), P35398; CHO-K1 Gal4-RORA LBD luciferase reporter; percent increase over mock-subtracted basal signal; activation, % at 10 µM; 65,000 tested, 1.5% active;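 active = activation above the mean of all tested compounds plus 3 SD, cut at about 49% in these data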;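 also: 0% = DMSO-treated RORA cells and 100% = added signal equal to DMSO minus mock-transfected cells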
M1 antagonist = antagonists of rat M1 muscarinic receptor; Muscarinic acetylcholine receptor M1 (Rattus norvegicus), P08482; CHO-M1 cells, Fluo-4 calcium, ACh EC80 antagonist mode; hits give low values; B-score at 10 µM; 64,000 tested, 3.4% active; AID 628, 2007;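 active = calcium fluorescence response, raw or row-and-column corrected B-score, differing from the plate sample mean either way at a set confidence level, mostly lower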
Target sequence (P08482 whole entry, looked up): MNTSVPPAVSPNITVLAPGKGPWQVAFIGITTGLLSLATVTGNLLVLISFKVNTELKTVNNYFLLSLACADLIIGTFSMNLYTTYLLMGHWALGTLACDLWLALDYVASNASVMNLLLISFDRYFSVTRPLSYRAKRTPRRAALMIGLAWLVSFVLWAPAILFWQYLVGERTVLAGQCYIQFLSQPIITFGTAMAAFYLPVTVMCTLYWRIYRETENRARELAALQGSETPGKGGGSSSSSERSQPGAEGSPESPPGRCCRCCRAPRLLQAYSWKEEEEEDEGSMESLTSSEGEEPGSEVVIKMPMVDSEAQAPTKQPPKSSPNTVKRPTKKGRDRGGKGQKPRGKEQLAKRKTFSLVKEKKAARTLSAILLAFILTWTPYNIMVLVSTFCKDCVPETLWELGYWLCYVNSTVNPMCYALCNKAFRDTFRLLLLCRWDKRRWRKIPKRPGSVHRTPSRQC
Autofluor 339 = intrinsic fluorescence of library compounds, ex339/em460 – biochemical, MLSMR library, data from DPM-DC assay, artefact control, profiling panel; compound autofluorescence, ex339/em460 nm, NADH buffer; hits give high values; 1 = no-compound wells, NADH background; fluorescence fold increase at 10 µM; 65,000 tested, 5.5% active; AID 709, 2007;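 active = at 10 µM, mean starting fluorescence two-fold or more over control wells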;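 also: signal is the first read of a kinetic run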
SF1 activator = activators of human SF-1, primary screen, cell-based, CHO-K1, Gal4-SF-1 LBD, luciferase luminescence | Steroidogenic factor 1 (Homo sapiens), Q13285 | 65,000 tested, 1.9% active | AID 522, 2006 | CHO-K1 Gal4-SF-1 LBD luciferase reporter; % increase over DMSO SF-1-specific signal | activation, % at 10 µM;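 active = activation above the mean activation of all tested compounds plus 3 SD, cut at about 50% in these data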
Target sequence (Q13285 whole entry, looked up, the tested form may be a part): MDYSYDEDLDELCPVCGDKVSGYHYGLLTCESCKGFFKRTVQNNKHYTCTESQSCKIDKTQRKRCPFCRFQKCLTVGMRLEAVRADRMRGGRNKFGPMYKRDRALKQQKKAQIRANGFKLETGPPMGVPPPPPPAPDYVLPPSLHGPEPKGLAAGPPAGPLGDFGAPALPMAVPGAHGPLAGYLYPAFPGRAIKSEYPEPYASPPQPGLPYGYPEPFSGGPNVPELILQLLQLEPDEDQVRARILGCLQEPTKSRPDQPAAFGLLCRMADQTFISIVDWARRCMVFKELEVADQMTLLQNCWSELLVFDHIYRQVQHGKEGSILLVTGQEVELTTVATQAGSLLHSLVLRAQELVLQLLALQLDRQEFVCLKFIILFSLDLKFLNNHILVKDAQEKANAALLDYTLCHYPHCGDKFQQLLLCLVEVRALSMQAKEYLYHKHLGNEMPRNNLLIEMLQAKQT
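Assay system: CHO-K1 cells co-transfected with Gal4 DBD–human SF-1 LBD, 5xGal4 luciferase reporter / Input: 4,000 cells per well / Incubation: 20 h compound exposure at 37 °C after 1 h cell settling / Detection: SteadyLite luciferase luminescence / Control set: DMSO negative control and −SF1 background wells / Replication: one test per compound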
NADH enzymes = inhibitors of PK/LDH coupling enzymes, profiling panel, artefact control, biochemical, MLSMR library; coupled PK/LDH NADH assays, four targets; IC50, µM (top dose mostly 10 µM), for inactives: top-dose inhibition; AID 774, 2007; 65,000 tested, 0.02% active;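 active = single-dose screening hits from any of four coupled enzyme assays that gave an IC50 when retested across doses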;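 also: the DPM-DC format reads NADH fluorescence rather than 340 nm absorbance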
tolC growth inh = growth inhibitors of E. coli tolC mutant, primary screen, strain BW25113 ΔtolC::kan, 384-well; AID 573, 2007; 65,000 tested, 2.2% active; growth inhibition, % at 10 µM (by protocol); OD615;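 active = growth inhibition at or above a cutoff equal to the mean over every tested compound plus 3 SD, cut at about 60% in these data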;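 also: growth measured after 20 h incubation at 37 °C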
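Doses: one dose of 10 µM final / Material: E. coli BW25113 ΔtolC::kan, tolC deletion mutant strain / Buffer or medium: LB with kanamycin 50 µg/mL / Evaluation: percent growth inhibition / Detection: optical density read at 615 nm / Incubation: 37 °C, 20 h exposure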
TNAP act mid DEA = human TNAP enzyme activators, primary screen, biochemical, luminescent, intermediate phosphate acceptor level; Alkaline phosphatase, tissue-nonspecific isozyme (Homo sapiens), P05186; purified TNAP, CDP-star luminescence, 100 mM DEA, 30 min; hits give high values; scale: 0 levamisole-inhibited, 1 vehicle-only enzyme; activation factor at 20 µM; 64,000 tested, under 10 active;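 active = activation factor of at least 2 at 20 µM, relative to controls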
E coli RNAP = E. coli RNAP inhibitors, biochemical; DNA-directed RNA polymerase subunit beta (Escherichia coli (strain K12)), P0A8V2; E. coli RNA polymerase, fluorescence transcription assay; inhibition, %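 (tested at 10 µM)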; 62,000 tested, 0.2% active; in the data active = inhibition above about 20%;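 also: 0% = enzyme without compound and 100% = no enzyme blank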
M1 ag = M1 muscarinic receptor agonists, primary screen, CHO-M1 cells, Fluo-4 calcium, agonist mode. Muscarinic acetylcholine receptor M1. Fluo-4 calcium fluorescence; hits give high values. B-score at 10 µM. 64,000 tested, 3% active;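 active = fluorescence rise, raw or as B-score row- and column-corrected plate score, outside the 99.7% band of its plate's samples, either direction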
An asterisk follows results filed as active; nt = not tested or not shown.

SMILES | RORa activator | M1 antagonist | Autofluor 339 | SF1 activator | NADH enzymes | tolC growth inh | TNAP act mid DEA | E coli RNAP | M1 ag
CCSCCOC(=O)C1=C(C)NC(=O)NC1c1ccc2c(c1)OCO2 (stereo not drawn) | -7 | -0.45 | 1.1 | -14 | 7% | 5 | 0.9 | 3 | -1.2
CCOC(=O)N1CCN(CC(=O)Nc2c(C(=O)OC)[nH]c3ccccc23)CC1 | 2 | -0.47 | 1.6 | 0 | 9% | -39 | 0.9 | 4 | 0.028
COC(=O)[C@H](C(C)C)n1c(C)c(C(C)=O)c(C(C)=O)c1C | -8 | 0.8 | 1.1 | 6 | 8% | -15 | 0.9 | 3 | -0.62
COC(=O)c1[nH]c2ccc(F)cc2c1NC(=O)CCN1CCN(Cc2ccc3c(c2)OCO3)CC1 | -15 | -7.6* | 2* | -24 | 6% | 9 | 1 | 7 | 0.65
CCOC(=O)c1cc2sc(C)cc2n1CC(=O)NCCc1ccccc1 | -11 | 0.0088 | 1.1 | 3 | 7% | -7 | 1 | -4 | -0.36
CCOc1ccc(C(=O)O)cc1OC | 2 | -0.53 | 0.62 | -14 | 17% | -13 | 1 | nt | -0.01
O=C1CCCc2c1cc(C(=O)NC1CCSC1=O)c(=O)n2-c1ccccc1 (stereo not drawn) | -15 | -0.74 | 1.5 | 8 | 1% | -7 | 0.9 | -7 | 0.31
COC(=O)c1c(N)sc(C(C)=O)c1C | 7 | -0.11 | 0.98 | 6 | 11% | -12 | 1 | 8 | 0.2
O=C(CSc1nnnn1-c1ccc(Cl)cc1)N1CCc2ccccc2C1 | 2 | 0.27 | 1.1 | 7 | 0% | 1 | 0.9 | 9 | 1.6
N#CCCn1nc(-c2ccccc2)cc1Nc1ccccc1NC(=O)c1cccs1 | -2 | 0.87 | 1.1 | 17 | 3% | 46 | 0.9 | 7 | -0.62
Cc1cc(=O)n2nc(N3CCC(C(=O)NCc4cccnc4)CC3)sc2n1 | -12 | -0.74 | 1.1 | 0 | 6% | -13 | 0.9 | 3 | 0.028
COc1ccc(Cl)cc1N1C(=O)C2CCCN2C1c1sccc1C (stereo not drawn) | -4 | 0.53 | 1.1 | 9 | 4% | -18 | 0.9 | -12 | 0.43
C/C(NCCN1CCOCC1)=C(\C#N)C(N)=O | nt | 0.54 | 1.1 | nt | 4% | -3 | 0.9 | 7 | -0.0031
O=C(Nc1ccc2c(c1)OCO2)c1cnc2n(c1=O)CCS2 | 36 | -0.63 | 1.1 | 62* | 7% | -15 | 1 | 9 | -0.14
CCC(C)n1c(SC(C)C#N)nc2ccccc2c1=O (stereo not drawn) | -2 | -0.91 | 1.1 | -2 | 6% | 28 | 1 | 1 | 0.064
COc1ccc(S(=O)(=O)Cc2ccc(C(=O)N3CCN(c4ccccc4F)CC3)o2)cc1 | -17 | 0.11 | 1.1 | 2 | 3% | 15 | 1 | 10 | 0.11
COc1ccc(-c2ccc(-c3nnn(CC(=O)N4CCOCC4)n3)cc2)cc1 | 18 | -0.18 | 1.5 | 9 | 3% | -12 | 1 | 7 | -0.63
CCOC(=O)N=S(N)(=O)c1ccccc1 (stereo not drawn) | 15 | 0.85 | 1.1 | -5 | 4% | -5 | 0.9 | 7 | -0.26
COc1ccc(N(CC(=O)Nc2ccc(C)cn2)S(=O)(=O)c2c(C)noc2C)cc1 | -9 | -0.3 | 1.1 | -1 | 8% | 1 | 1 | 0 | 2.8
COc1ccccc1S(=O)Cc1ccc(C(=O)NCc2ccccc2Cl)o1 (stereo not drawn) | -17 | -0.099 | 1.1 | 12 | 6% | 10 | 0.9 | 8 | 0.7

Quoted at random: 2 entries already listed.
SMILES | RORa activator | M1 antagonist | Autofluor 339 | SF1 activator | NADH enzymes | tolC growth inh | TNAP act mid DEA | E coli RNAP | M1 ag
CCOc1ccc(C(=O)O)cc1OC | 2 | -0.53 | 0.62 | -14 | 17% | -13 | 1 | nt | -0.01
CCC(C)n1c(SC(C)C#N)nc2ccccc2c1=O (stereo not drawn) | -2 | -0.91 | 1.1 | -2 | 6% | 28 | 1 | 1 | 0.064

Further records follow.
SMILES | RORa activator | M1 antagonist | Autofluor 339 | SF1 activator | NADH enzymes | tolC growth inh | TNAP act mid DEA | E coli RNAP | M1 ag
O=C(O)Cn1cccc1C(=O)c1ccccc1 | -4 | -0.029 | 1.1 | -2 | 3% | -9 | 0.9 | 3 | 0.18
Cc1occc1-c1nnc(SCC(=O)N2CCN(c3ccccc3F)CC2)n1C | -8 | -0.35 | 0.99 | -32 | 5% | 3 | 1 | 2 | 0.73
CCOC(=O)N1CCN(C(=O)CSc2ccccc2)CC1 | -18 | -0.16 | 1.1 | 28 | 6% | -17 | 1 | 8 | 0.13
CCOC(=O)N1CCN(C(=O)CS(=O)Cc2nc(-c3ccc(C)cc3)oc2C)CC1 (stereo not drawn) | 0 | 0.53 | 1.1 | -7 | 8% | 2 | 1 | 3 | 0.99
COc1ccc(C(=O)N2CCCC2)cc1S(=O)(=O)N1CCC(C)CC1 | 1 | 0.95 | 1.1 | -6 | 3% | -4 | 0.9 | 2 | -0.75
CC(=Nc1ccc(C)c(C)c1)C1=C(O)CSC1=O | 45 | -0.55 | 1.1 | 26 | 5% | 12 | 0.9 | 6 | -0.26
c1cncc(-c2nc(N3CCCCCC3)c3ccccc3n2)c1 | 8 | -0.8 | 1.2 | -2 | 6% | 95* | 0.9 | 3 | 0.025
O=C(CSc1ncn[nH]1)NC1CC2CCC1C2 (stereo not drawn) | -13 | -0.14 | 1 | 29 | 1% | -13 | 0.8 | 1 | -0.3
CS(=O)(=O)N(CC(=O)N1CCOCC1)Cc1ccccc1 | -28 | 0.19 | 1.1 | -10 | 1% | -9 | 0.9 | 5 | 0.54
C=CCn1c(COc2ccccc2)nnc1SCC(=O)C(C)(C)C | 14 | 0.4 | 1 | 13 | 1% | 11 | 0.8 | 11 | 0.067
CCCCN(CC)S(=O)(=O)c1ccc(C(=O)Nc2nnc(CSC)o2)cc1 | 8 | -0.74 | 1.1 | -38 | 4% | 98* | 0.9 | 3 | -0.32
CCOc1nc(SC(C(C)=O)C(=O)Nc2ccccc2)nc(N(C)C)n1 (stereo not drawn) | -9 | 0.88 | 1.1 | 3 | 9% | 6 | 1 | 4 | -0.7
CC(C(=O)NCc1ccccc1)N1C(=O)C2CC=C(Cl)CC2C1=O (stereo not drawn) | -10 | nt | 1.1 | -19 | 3% | 12 | 0.9 | -4 | nt
Cc1cc(C(=O)Oc2ccccc2C(=O)O)c(C)o1 | -27 | -0.74 | 1.1 | 4 | 3% | 0 | 0.9 | nt | 0.16
Cc1ccc(N2C(=O)CSC2c2cccnc2)cc1F (stereo not drawn) | -9 | nt | 1.1 | 6 | 5% | -10 | 0.9 | 8 | nt
Cn1c(/C=C/N2CCOCC2)c(C(=O)c2ccc(Br)cc2)c(=O)n(C)c1=O | 7 | 1.5 | 1 | 12 | 4% | -8 | 0.9 | 5 | 1.2
CC(C)n1c(NCc2cc(Cl)ccc2O)nc2ccccc21 | 8 | -0.42 | 1.1 | 1 | 4% | 12 | 1 | 1 | -0.043
CCn1cc(C(=O)NCC2CCCO2)c(=O)c2cc(S(=O)(=O)N3CCCCC3)ccc21 (stereo not drawn) | -5 | 0.7 | 1.1 | -6 | 5% | -1 | 1 | -5 | 0.0084
CCOc1ccc(Cl)cc1S(=O)(=O)n1nnc2ccccc21 | 12 | -1.1 | 1.1 | 20 | 0% | 17 | 1 | -7 | 0.06
COc1ccc(-c2nc3ccccc3c(=O)n2CCCn2ccnc2)cc1 | 16 | 0.5 | 1.1 | 5 | 5% | -42 | 0.8 | 2 | 1.2
Oc1ccc(CNC2CCCCC2)cc1 | -13 | -0.0049 | 0.97 | 20 | 7% | -9 | 1 | 5 | -0.058
COc1cc(NC(=O)CN2CCN(S(=O)(=O)c3ccc(C(C)C)cc3)CC2)cc(OC)c1 | -16 | 0.4 | 1.1 | 1 | 5% | 20 | 1 | 5 | 2.2
CC(Sc1nnnn1C)C(=O)Nc1ccc(N2CCOCC2)cc1 (stereo not drawn) | -23 | 0.027 | 1 | 12 | 5% | -10 | 0.9 | 1 | -0.5
COc1cc(C(c2nnnn2C(C)(C)C)N2CCN(c3nc4ccccc4s3)CC2)ccc1O (stereo not drawn) | -9 | -0.1 | 1.1 | 19 | 2% | 3 | 1 | 2 | -0.0058
COc1ccc(Br)cc1-c1noc(-c2ccncc2)n1 | -3 | 0.71 | 1.1 | 2 | 4% | -4 | 0.9 | 8 | 0.85
CCOC(=O)C1C(=O)NC(SCC(=O)Nc2nccs2)=C(C#N)C1c1ccccc1OCC (stereo not drawn) | -2 | 0.62 | 1.2 | -5 | 3% | 39 | 0.9 | 4 | 0.029
Nc1nc(NC(=O)c2cccnc2)nn1-c1ccccc1 | -7 | -0.23 | 1.1 | -4 | 6% | -14 | 1 | 12 | 1
Cc1ccc2c(CC(=O)Nc3sccc3C(N)=O)coc2c1 | 45 | -0.46 | 1.1 | 87* | 4% | 13 | 0.8 | nt | -0.9
Cc1cccc(NC2=NCC(=O)N2Cc2ccccc2)c1 | -3 | -0.15 | 1.1 | 0 | 5% | -11 | 1 | 7 | -0.057
CC(C)Cn1c(CN2CCN(c3ccccc3F)CC2)nc2c1c(=O)[nH]c(=O)n2C | 19 | -0.11 | 1 | 6 | 1% | 8 | 0.9 | 6 | 0.31
Cc1c(NC(=O)c2ccc(N3C(=O)C4C5C=CC(C5)C4C3=O)cc2)c(=O)n(-c2ccccc2)n1C (stereo not drawn) | -10 | 0.25 | 1.1 | 11 | 3% | -15 | 0.9 | 6 | 0.00011
CCCC(=Nc1ccccc1)C1=C(O)C(C(=O)OC)C(C)(C)CC1=O (stereo not drawn) | -19 | -0.33 | 1.1 | 6 | 5% | -5 | 0.9 | 12 | 0.56
COc1cc(C(=O)N2CCC(NC(=O)C(Cc3ccccc3)NC(C)=O)CC2)cc(OC)c1OC (stereo not drawn) | -15 | -0.41 | 1 | 3 | 5% | -18 | 0.9 | 1 | 0.32
CCOC(=O)N1CCN(C(=O)CCC(=O)N2CCOc3ccc(C)cc32)CC1 | -18 | 1.1 | 1.2 | 13 | 6% | -15 | 1.1 | 1 | -0.85
Cc1cccc(OCCCn2ccnc2)c1 | -34 | -0.43 | 1.1 | -1 | 2% | 5 | 1 | -14 | -0.4

Full records, looked up by structure.
COc1ccc(-c2nc3ccccc3c(=O)n2CCCn2ccnc2)cc1 is listed with RORa activator = 16; M1 antagonist = 0.5; Autofluor 339 = 1.1; SF1 activator = 5; NADH enzymes = 5%; tolC growth inh = -42; TNAP act mid DEA = 0.8; E coli RNAP = 2; M1 ag = 1.2
COc1ccc(C(=O)N2CCCC2)cc1S(=O)(=O)N1CCC(C)CC1 is listed with RORa activator = 1; M1 antagonist = 0.95; Autofluor 339 = 1.1; SF1 activator = -6; NADH enzymes = 3%; tolC growth inh = -4; TNAP act mid DEA = 0.9; E coli RNAP = 2; M1 ag = -0.75

Not a hit list. Share with any hit: about 15%.
